Yeast growth inh: yeast BB579 growth reduction in restrictive medium | S. cerevisiae BB579 growth, OD615, 48 h | inhibition, % at 10 µM | 140,000 compounds, 0.51% hits | AID 804;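 active = inhibition above a set limit, 3 SD over the mean compound inhibition, cut at about 44% in these data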; also: inactives centre near -24
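Detection: OD615 turbidity measurement; Material: Saccharomyces cerevisiae DeaD strain BB579, replicative lifespan model yeast; Timing: 48 h exposure, 30 °C; Doses: single 10 µM dose; Medium: CSMM-D restrictive synthetic medium containing dextrose (glucose); Controls: amphotericin B at 10 µg/mL as positive control.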
PTEN del growth: growth suppressors of cells with PTEN tumor suppressor deletion | HCT116 PTEN-null viability, CellTiter-Glo, 60 h; stronger effect = lower value | viability, % at 10 µM | 140,000 compounds, 1.2% hits | AID 827;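 active = viability at or below a set limit, 4 SD under the median of all tested compounds, cut at about 3.7% in these data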;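 also: PTEN knockout HCT116 line with beta catenin targeted HCT116 as companion control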
Measles CPE: protection of cells from measles virus. 140,000 compounds, 1.5% hits. Measles virus-infected cells, CPE protection, absorbance. protection (pct of control), % at 4 µM; in the data active = protection mostly above about 24%, no sharp cut-off; inactive = mostly below about 26%; also: some compounds called inactive have numbers as strong as hits
GALR2 blocker: blocks the human galanin receptor 2 | O43603 | GALR2-expressing cells, antagonist mode | inhibition, % at 4 µM | 140,000 compounds, 0.39% hits; in the data active = inhibition above about 27%;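 also: cells stimulated with galanin 1-16 at roughly its EC80; 0% = agonist challenge control and 100% = basal control without agonist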
Target sequence (O43603 whole entry, looked up): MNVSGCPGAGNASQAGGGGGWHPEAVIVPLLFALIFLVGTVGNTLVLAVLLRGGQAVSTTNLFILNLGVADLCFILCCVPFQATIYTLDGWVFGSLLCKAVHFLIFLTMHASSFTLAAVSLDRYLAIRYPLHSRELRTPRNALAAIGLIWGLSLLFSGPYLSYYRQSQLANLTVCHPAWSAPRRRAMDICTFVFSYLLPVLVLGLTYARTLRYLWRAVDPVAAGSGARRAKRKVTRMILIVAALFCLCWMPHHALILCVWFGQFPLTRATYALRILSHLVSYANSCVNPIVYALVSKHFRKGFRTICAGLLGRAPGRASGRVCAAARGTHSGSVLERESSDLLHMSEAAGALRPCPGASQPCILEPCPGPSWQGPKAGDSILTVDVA
bCat KO growth: beta-catenin-lacking colon tumor cell growth suppression | viability, % at 10 µM | AID 818 | HCT116 beta-catenin knockout viability, CellTiter-Glo, 60 h; stronger effect = lower value | 140,000 compounds, 1.5% hits;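 active = viability at or under a set limit, the compound median less 4 SD, cut at about 6% in these data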;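 also: 0% = Hyamine 1622 control at 20 µM and 100% = untreated cell control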
E-sel TNF inh: TNF alpha driven E-selectin expression inhibition | inhibition, % at 2 µM | HUVEC TNFa-induced E-selectin immunofluorescence, high content | 120,000 compounds, 0.71% hits | AID 1246;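 active = inhibition above the batch mean plus 3 SD, and confirmed as a hit on visual image review, cut at about 43% in these data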;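 also: 0% = TNF-stimulated DMSO wells and 100% = unstimulated control wells; not every result past the cut was called active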
Phagocyt inh: inhibitors of macrophage phagocytosis; J774A.1 macrophage IgG-bead phagocytosis, imaging; inhibition, % at 5 µM; 110,000 compounds, 0.07% hits;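 active = inhibition above the mean of the plate negative controls plus 5 SD, cut at about 13% in these data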;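 also: phagocytic index as fraction of beads internalized from green versus red external bead signal; plate controls were DMSO negative control for no effect and cytochalasin-D positive control for full effect; some results beyond the cut were filed as inactive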
NPY-Y2 antag: blocks the human neuropeptide Y Y2 receptor; AID 793; inhibition, % at 2.7 µM; NPY-Y2 expressing cells, antagonist mode; P49146; 140,000 compounds, 0.99% hits; in the data active = inhibition above about 17%;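 also: 0% = vehicle with agonist challenge and 100% = reference antagonist with challenge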
Target sequence (P49146 whole entry, looked up): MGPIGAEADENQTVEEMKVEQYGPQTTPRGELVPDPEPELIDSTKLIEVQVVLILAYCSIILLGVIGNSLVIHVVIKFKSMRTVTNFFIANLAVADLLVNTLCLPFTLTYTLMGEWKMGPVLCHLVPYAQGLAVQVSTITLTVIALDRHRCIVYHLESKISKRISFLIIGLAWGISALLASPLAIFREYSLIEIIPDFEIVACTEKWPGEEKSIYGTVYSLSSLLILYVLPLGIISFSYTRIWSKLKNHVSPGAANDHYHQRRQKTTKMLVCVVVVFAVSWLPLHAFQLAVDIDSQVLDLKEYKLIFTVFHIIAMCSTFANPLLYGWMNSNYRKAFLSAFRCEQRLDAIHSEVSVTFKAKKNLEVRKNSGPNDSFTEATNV
MRP-1 activ: MRP-1 activation; 140,000 compounds, 0.61% hits; H69AR cells + doxorubicin, viability rescue, CellTiter-Glo; viability increase, % at 10 µM;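 active = viability gain under doxorubicin at or above a set limit, the compound median plus 3 SD, cut at about 4.7% in these data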;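 also: MRP-1 overexpressing cells given doxorubicin 25 µM after compound pretreatment; 18-22 h compound pretreatment then 72 h with doxorubicin before readout; 0% = doxorubicin-only wells and 100% = vehicle-treated cells without doxorubicin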
Yeast lifespan up: extends the lifespan of yeast; inhibition of the nicotinamide effect, % at 10 µM; AID 775; S. cerevisiae growth with nicotinamide, OD615; deaD strain in restrictive glucose medium; 130,000 compounds, 0.68% hits;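 active = inhibition above a set limit, placed 3 SD over the median of all compounds, cut at about 26% in these data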;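 also: 0% = nicotinamide-treated wells and 100% = cells grown without nicotinamide; some compounds called inactive have numbers as strong as hits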
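Assay system: DeaD-strain S. cerevisiae. Medium: CSMM-D glucose medium, restrictive. Reagent: nicotinamide, 1.5 mM, co-present with compound. Compound: 10 µM single point, 0.25% DMSO. Schedule: culture preincubation 4 h, compound exposure 48 h, both 30 °C. Detection: absorbance at 615 nm.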
Starred values were filed as active, the others as inactive; / = no result given. Compounds as they come; 6.4% or so of the library scored in one or more.

SMILES	Yeast growth inh	PTEN del growth	Measles CPE	GALR2 blocker	bCat KO growth	E-sel TNF inh	Phagocyt inh	NPY-Y2 antag	MRP-1 activ	Yeast lifespan up
COc1ccc(-c2nnc(SCC(=O)/C(C#N)=C(\C)N)o2)cc1	-61	113	12	-11	99	/	3	0	0.6	-7
COc1ccc(Nc2nc(N)nc(SCc3nnc(C)s3)n2)cc1	1	106	13	-1	97	-51	-1	1	1.3	19
Cc1ccccc1NS(=O)(=O)c1ccc(F)cc1	-26	113	15	16	104	-23	-2	0	-0.9	0
COc1cccc(NC(=O)C(NCCC(C)C)c2ccccc2)c1 (configuration not stated)	-86	80	7	18	73	-18	0	6	-1.9	-9
COc1cccc(-c2nnc(SCC(=O)Nc3cc(C)ccc3OC)n2N)c1	-53	104	14	4	97	-31	-1	3	-0.4	-10
COCCNC(=O)C(C)OC(=O)c1cc2occc2n1C (configuration not stated)	-47	100	23	-6	103	/	-1	4	-0.8	-2
CCCc1ccc(Oc2cc(C)nc(N3CCOCC3)n2)cc1	-18	94	3	-5	90	/	/	1	-1.9	-32
Cc1ccc2nc(N3CCOCC3)c3nncn3c2c1	-20	103	13	-5	95	-6	/	2	-1.3	-5
CC(C)OCCCNC(=O)C1CCC(=O)N1C1CCCC1 (configuration not stated)	-20	115	4	0	106	-67	-1	-3	1.3	-11
Cc1ccc(NC(=S)N/N=C/c2c(C)nn(-c3ccccc3)c2N2CCCC2)cc1	2	65	5	-10	80	/	1	1	0.7	-2
Cc1cc(NC(=O)COn2nnc3ccc(Cl)cc32)no1	-16	81	7	2	81	-7	-4	3	-0.6	-4
COC(=O)COc1ccc(S(=O)(=O)Nc2ccccc2C(=O)OC)cc1	-39	91	6	3	105	12	-4	3	0.0	-5
CCS(=O)(=O)Nc1cc(-c2nc3cccnc3s2)ccc1C	-41	100	12	5	97	-24	4	-3	-3.3	-9
CCOC(=O)CSc1nc2sccc2c(=O)[nH]1	14	88	5	-24	91	12	/	7	-1.4	2
COc1ccc(-c2n[nH]c(=S)n2C2CCCCC2)cc1	-75	95	8	0	105	1	-1	9	-1.6	-6
COc1ccc(-c2nnc3ccc(SC)nn23)cc1	-21	85	6	8	72	-32	1	1	-2.0	-9
COc1cccc(-c2nn(C)c3sc(C(=O)NCc4ccc(C)cc4)cc23)c1	-32	87	18	-6	93	-24	-1	4	-0.9	-3
COC(=O)N/N=C(\C)c1ccc2ccccc2c1OC(F)F	-32	94	3	-9	95	/	-9	0	-1.1	-5
NC1=NC2(CCCCC2)N(c2cccc(Cl)c2)C(N)=N1	-4	94	5	5	93	21	1	-1	-1.9	-19
CCC(C)[C@@H](C(=O)Nc1ccc(OC)c(OC)c1)N1Cc2ccccc2C1=O (some centres not stated)	-17	82	6	3	79	24	1	0	-2.8	-6

A draw from above in order of length of the SMILES, largest number first.
SMILES	Yeast growth inh	PTEN del growth	Measles CPE	GALR2 blocker	bCat KO growth	E-sel TNF inh	Phagocyt inh	NPY-Y2 antag	MRP-1 activ	Yeast lifespan up
COc1cccc(-c2nnc(SCC(=O)Nc3cc(C)ccc3OC)n2N)c1	-53	104	14	4	97	-31	-1	3	-0.4	-10
NC1=NC2(CCCCC2)N(c2cccc(Cl)c2)C(N)=N1	-4	94	5	5	93	21	1	-1	-1.9	-19
COC(=O)N/N=C(\C)c1ccc2ccccc2c1OC(F)F	-32	94	3	-9	95	/	-9	0	-1.1	-5

Further entries follow.
SMILES	Yeast growth inh	PTEN del growth	Measles CPE	GALR2 blocker	bCat KO growth	E-sel TNF inh	Phagocyt inh	NPY-Y2 antag	MRP-1 activ	Yeast lifespan up
CCc1c(C)nc2ccc(Br)cc2c1SCCC#N	-28	65	5	-18	68	/	-3	12	-4.5	1
Cn1c(=O)c2c(ncn2CC(O)CNc2ccc(Cl)cc2)n(C)c1=O (configuration not stated)	-15	91	18	-6	93	-6	0	0	0.1	-16
O=C(Nc1ccc(-c2nnc3n2CCCCC3)cc1)c1cnccn1	-26	107	3	-7	94	-1	-1	3	-0.8	2
COc1ccc(C(=O)NCc2ccccn2)cc1	-39	91	27	0	94	-31	/	0	2.1	/
COC(=O)/C(=N/Nc1cccc(C)c1)N1CCCc2ccccc21	-51	68	9	14	66	/	-10	6	-0.7	-2
CC(=O)C1=C(O)C(=O)N(CCc2ccccc2)C1c1ccccc1[N+](=O)[O-] (configuration not stated)	-34	94	8	10	86	-22	/	1	-1.5	6
CCc1c(C)n2nc(C)cc2[nH]c1=O	-33	101	2	7	102	13	0	3	-1.5	-15
Cc1nc2nc(C)c(CCC(=O)NC(C)c3ccc4c(c3)OCCO4)c(C)n2n1 (configuration not stated)	-13	103	7	5	96	2	/	1	-0.4	-13
Cc1nnc(SCC(C)C)[nH]c1=O	-7	105	9	3	92	/	1	-3	0.8	-6
O=C(NCCCNCc1ccccc1)c1ccccn1	8	89	15	17	89	/	-1	2	-3.0	0
COC(CNC(=O)c1ccc(N2CCc3ccccc32)c([N+](=O)[O-])c1)OC	10	70	5	4	59	12	-8	2	-2.5	-7
COc1ccc2[nH]c(C)c(CCN(Cc3cccs3)C(=S)Nc3cccc(F)c3)c2c1	-16	48	4	-4	48	15	-1	1	-2.5	-5
Cc1ccc2nc(N3CCC(C(=O)O)CC3)nc(-c3ccccc3)c2c1	-3	85	21	-2	96	-8	0	2	-3.2	-25
NC(=O)c1oc2ccccc2c1NC(=O)c1ccccc1	-11	92	20	4	99	7	-1	2	-2.1	-12
CC1CCCC(NC(=S)Nc2ccc(SC(F)F)cc2)C1C (configuration not stated)	-11	5	3	-7	8	13	0	5	-5.2	-1
CCOc1ccc(CN(CCO)CCO)cc1C(=O)OC	-25	99	17	-1	100	/	1	5	-0.4	9
O=S1(=O)C[C@H]2NC(=S)N(c3ccccc3)[C@H]2C1	0	80	12	6	87	/	-12	1	-0.9	-5
O=C(NCCC1=CCCCC1)C1CCCN(S(=O)(=O)c2cccnc2)C1 (configuration not stated)	1	88	4	4	93	-27	0	5	-2.0	-3
CCCn1c(=O)c(C(=O)NNS(=O)(=O)c2ccc(Cl)cc2)c(O)c2ccccc21	-15	97	11	9	94	7	-7	14	-3.0	27*
O=C(CSc1oc(-c2ccco2)nc1S(=O)(=O)c1ccccc1)NCC1CCCO1 (configuration not stated)	4	97	25	-4	97	38	/	2	-1.9	/
Cc1cccc(NC(=O)c2ccc([N+](=O)[O-])s2)c1C	1	2.2*	39	8	2.9*	/	-8	-1	-2.3	-7
Cc1ccc(S(=O)(=O)NCC(=O)Nc2ccc(C(F)(F)F)cc2)cc1	-17	92	9	-8	95	-14	0	4	0.0	1
CC(C)(C)OC(=O)N1CCC(C(N)=O)CC1	-11	96	9	9	87	6	0	10	-1.3	6
CSC(=N/N=C(\N)c1cnccn1)SC	-1	98	12	6	96	/	-5	3	2.6	-4
O=C(NN1CCOCC1)c1cccc2ccccc12	-11	101	8	-10	109	2	-14	3	1.6	5
Cc1cc(SCCC(=O)O)nc2c(C)cccc12	4	99	7	-3	90	-36	/	8	0.4	-6
COc1cc(NC(=O)c2ccco2)ccc1NC(=O)c1ccccc1Cl	-38	96	5	4	93	-10	0	3	-0.8	-12
Cc1csc(NC(=O)CSc2nnc(Cc3cccn3C)n2-c2ccc(F)cc2)n1	-45	85	5	21	88	/	0	1	-3.4	-4
CCOC(=O)N1CCC(NC(=O)c2cc3sccc3n2CC)CC1	6	97	13	1	86	/	0	2	-1.2	-2
CCCCC1S/C(=N/N=C/c2ccco2)NC1=O (configuration not stated)	4	111	19	-5	102	/	-4	3	-2.0	-2
O=C(Nc1ccccc1)Nc1ccc(C(=O)N2CCOCC2)cc1	-35	70	28	3	85	-1	/	1	-4.1	-25
COCCNC(=O)C1CC(c2ccc([N+](=O)[O-])cc2)=NO1 (configuration not stated)	-29	104	6	8	98	-6	3	10	-0.5	-1
Cc1ccc(-c2nn(CC(=O)NC(C)c3ccccc3)c(=O)c3ccccc23)cc1 (configuration not stated)	-46	32	14	24	21	-9	/	8	-5.2	-6
CCN(CC)C(=O)C1CCCN(Cc2ccc(N(C)C)cc2)C1 (configuration not stated)	-30	100	15	/	92	/	-1	/	-0.7	/
O=C(Nc1ccc(Cl)cc1)c1ccc(-n2cccn2)c([N+](=O)[O-])c1	-31	52	4	8	34	-10	1	0	-0.5	-18
C=C1c2cc(C)ccc2NC(=O)N1c1ccc(C)cc1	-48	101	6	-1	98	12	0	0	0.0	-20
O=C(NCc1ccc2c(c1)OCO2)C1CCCN1C(=O)Nc1ccc(F)cc1 (configuration not stated)	-36	107	7	7	94	11	-1	3	0.7	2
O=C(/C=C/c1ccccc1)Nc1ccc(CN2CCOCC2)cc1	-20	78	8	-20	82	-48	/	4	-0.8	7
Cc1ccc(/C=N/N2CCN(Cc3ccccc3)CC2)o1	-21	105	17	-10	110	26	1	-3	0.2	-8
Cc1cc(C)c(S(=O)(=O)NCC2CCC(C(=O)NCc3ccc4c(c3)OCO4)CC2)c(C)c1 (configuration not stated)	-25	63	3	-7	66	/	/	5	-0.9	-25
COC(=O)c1c(NC(=O)c2ccoc2C)sc2c1CCC2	-38	92	1	4	93	-22	-5	5	-2.2	-4
CCCCCCSc1ncc(C#N)c(N)n1	17	95	7	10	94	2	/	3	-1.6	-9
NC(=O)[C@@H]1CCCCNc2c(I)cc([N+](=O)[O-])cc2C(=O)N[C@@H](CCC(=O)O)C(=O)N[C@@H](CO)C(=O)N1	-14	94	4	-3	100	-17	/	0	0.1	7
COc1ccc2c(c1)C1(Nc3ccccc3-c3nc4ccccc4n31)C(=O)N2 (configuration not stated)	-6	78	11	-6	82	-6	0	7	-4.7	-6
O=C(CCNS(=O)(=O)c1cccs1)NCc1cccs1	10	119	6	4	97	/	/	-1	-1.6	-9
O=C(Nc1ccc2oc(-c3ccccc3)nc2c1)c1ccccc1F	-26	94	30	4	80	-33	/	2	-0.8	/
COc1ccc(O)c(C(=O)c2cnn(C(=O)c3cc(C)oc3C)c2)c1	-40	96	3	2	95	-13	0	5	2.5	25
C=CCSC1=C(C#N)C(c2ccccc2OCC)CC(=O)N1 (configuration not stated)	-38	96	8	1	103	-50	-1	1	-3.0	-4
O=C(NNc1nc2cc3c(cc2s1)OCO3)c1cccc(F)c1	-38	0.2*	24	-2	0.6*	-9	/	3	-1.8	-2
Cn1c(CN2CCOCC2)nc2cc(NC(=O)c3ccc(Cl)cc3)ccc21	-4	20	8	4	20	16	0	1	-2.8	-5
COC(=O)C1=NN(c2ccccc2)C2C(=O)N(c3ccccc3OC)C(=O)C12 (configuration not stated)	-42	95	26	-9	88	/	-12	1	-0.8	1
CCn1c(SC/C=C/c2ccccc2)nnc1-c1cnccn1	0	95	5	-11	95	/	-1	9	-0.3	5
Cc1nc2sc3c(c2c(=N)n1N)CC(C)(C)OC3	-33	95	32	7	101	10	/	1	-0.9	-1
Cc1ccc(-n2nnnc2SCC(=O)N2c3ccccc3NC(=O)C2(C)C)cc1	-66	100	16	-6	105	-2	-1	4	-0.8	-5
